TDP2 absorb – blocks human TDP2 phosphodiesterase activity. AID 720702. inhibition, % at 12.8 µM. recombinant TDP2, T5PNP hydrolysis, p-nitrophenol absorbance 415 nm. 370,000 tested, 0.34% active;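 active = inhibition above the mean of all tested compounds plus 3 SD, set per campaign, cut at about 25% in these data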;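 also: 0% = DMSO with enzyme and 100% = buffer with substrate but no TDP2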
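System – recombinant human TDP2 · Quantity – TDP2 enzyme at 120 nM final · Doses – single concentration, 12.8 µM nominal, with 1% DMSO · Incubation – 2 h at 37 °C · Measured by – epi absorbance of p-nitrophenol freed from T5PNP by hydrolysis · Read-out – % inhibition relative to enzyme-containing and enzyme-free wells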
Tn7 DDE FP – disrupts Tn7 cyclic peptide binding to fibrin D-Dimer-E complex. AID 720508. 370,000 tested, 0.13% active. FP displacement of FITC-Tn7 peptide from fibrin DD(E); 0% = median of compound wells per plate. inhibition, % at 8.3 µM;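 active = inhibition above the mean of compounds falling within the control limits plus 3 SD of them, cut at about 14% in these data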;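 also: 0% = plate median of compound wells and 100% = 10 µM Aha-Tn7 peptide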
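Also added: labelled Tn7 tracer, 0.1 µM; Assay system: human fibrin DD(E) protein; Amount: 2 µM fibrin DD(E); Schedule: 10 min compound pre-incubation, 3 h probe incubation at room temperature; Repeats: one replicate per compound; Read-out basis: percent inhibition; Measured by: fluorescence polarization of the labelled Tn7 tracer.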
LEDGF integ inh – blocks HIV-1 LEDGF/p75-dependent DNA integration; TR-FRET IN-LEDGF/p75 DNA integration, Eu/Cy5; inhibition, % at 3.7 µM; 370,000 tested, 0.64% active; AID 743269;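 active = inhibition above the screen-wide mean plus 3 SD, cut at about 13% in these data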;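 also: signal is the Cy5 over europium emission ratio at 671 and 618 nm; 0% = plate median of compound wells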
Tn6 DDE FP – disrupts Tn6 cyclic peptide binding to fibrin D-Dimer-E complex; Fibrin DD(E) TRITC-Tn6 fluorescence polarization displacement; inhibition, % at 8.3 µM; P02675; 370,000 tested, 0.21% active;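 active = inhibition above a per-campaign cutoff: mean of compounds within control limits plus 3 SD, cut at about 15% in these data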;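 also: 0% = median of all compound wells on the plate and 100% = blocking peptide control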
ADAM10 inh – inhibitors of human ADAM10 | recombinant ADAM10, EDANS/DABCYL FRET peptide cleavage, 3 h | O14672 | 370,000 tested, 0.62% active | inhibition, % at 7 µM | AID 720582;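 active = inhibition above a per-campaign cutoff equal to the mean of compounds falling between control-based bounds plus 3 SD, cut at about 20% in these data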;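 also: 0% = DMSO wells while the 100% control is not disclosed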
proKLK7 act – activators of human kallikrein-7 zymogen | P49862 | activation, % at 7 µM | 370,000 tested, 0.9% active | purified proKLK7, EDANS-DABCYL substrate fluorescence; 100% is mature enzyme control, 0% vehicle | AID 652039;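 active = activation above the mean of all tested compounds plus 3 SD, computed per campaign excluding outliers beyond control limits, cut at about 13% in these data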
ADAM17 inh – inhibitors of human ADAM17 | P78536 | recombinant ADAM17, EDANS/DABCYL FRET peptide cleavage | inhibition, % at 6.95 µM | 370,000 tested, 0.83% active | AID 720648;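 active = inhibition above the mean of compounds lying between control limits plus 3 SD, set per campaign, cut at about 8.5% in these data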;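 also: 0% = DMSO-only wells as the low control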
PLC-gamma1 inh – PLC-gamma1 (human) inhibition, primary screen; inhibition, % at 12.2 µM; 370,000 tested, 0.84% active; purified PLC-gamma1, fluorogenic substrate, fluorescence; in the data active = inhibition above about 9.5%
Target sequence (P19174 whole entry, looked up): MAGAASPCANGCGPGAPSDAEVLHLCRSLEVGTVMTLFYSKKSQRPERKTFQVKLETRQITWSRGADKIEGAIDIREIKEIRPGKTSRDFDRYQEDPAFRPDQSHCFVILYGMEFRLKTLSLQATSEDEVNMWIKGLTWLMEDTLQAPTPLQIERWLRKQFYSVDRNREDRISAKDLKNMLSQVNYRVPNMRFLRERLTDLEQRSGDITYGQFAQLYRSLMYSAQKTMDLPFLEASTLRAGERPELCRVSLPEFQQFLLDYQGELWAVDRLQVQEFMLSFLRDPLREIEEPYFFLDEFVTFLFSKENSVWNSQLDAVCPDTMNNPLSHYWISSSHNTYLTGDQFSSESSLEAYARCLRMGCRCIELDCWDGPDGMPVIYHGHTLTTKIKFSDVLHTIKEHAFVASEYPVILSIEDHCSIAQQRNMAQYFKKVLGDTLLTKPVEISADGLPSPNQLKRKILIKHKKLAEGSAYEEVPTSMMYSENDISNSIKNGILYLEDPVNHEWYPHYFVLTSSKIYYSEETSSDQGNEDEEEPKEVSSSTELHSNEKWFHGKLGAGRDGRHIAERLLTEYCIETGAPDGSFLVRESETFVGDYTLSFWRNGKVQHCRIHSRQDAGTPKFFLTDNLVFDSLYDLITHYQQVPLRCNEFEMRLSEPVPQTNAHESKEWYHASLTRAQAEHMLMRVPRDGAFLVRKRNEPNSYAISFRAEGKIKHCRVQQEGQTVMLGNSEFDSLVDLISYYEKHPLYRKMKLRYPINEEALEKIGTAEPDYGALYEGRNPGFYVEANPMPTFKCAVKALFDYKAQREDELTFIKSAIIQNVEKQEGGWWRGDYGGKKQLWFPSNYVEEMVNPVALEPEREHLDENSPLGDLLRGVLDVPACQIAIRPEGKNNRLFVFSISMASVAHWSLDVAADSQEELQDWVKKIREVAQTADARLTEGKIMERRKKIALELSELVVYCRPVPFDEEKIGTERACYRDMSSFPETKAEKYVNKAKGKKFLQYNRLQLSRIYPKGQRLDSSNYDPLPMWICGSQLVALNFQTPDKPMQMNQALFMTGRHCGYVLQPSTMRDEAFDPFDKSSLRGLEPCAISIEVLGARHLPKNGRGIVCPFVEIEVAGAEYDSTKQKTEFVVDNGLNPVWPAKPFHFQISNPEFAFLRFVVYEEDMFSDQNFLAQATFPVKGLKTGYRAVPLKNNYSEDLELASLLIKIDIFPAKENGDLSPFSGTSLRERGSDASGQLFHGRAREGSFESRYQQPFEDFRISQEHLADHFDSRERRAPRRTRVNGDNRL
ASAP1 GAP inh – inhibitors of human ASAP1 ArfGAP activity. AID 624377. ASAP1-stimulated ARF1 GTP hydrolysis, GDP FP detection. inhibition, % at 16.5 µM. 360,000 tested, 0.19% active; in the data active = inhibition above about 25%;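 also: 0% = vehicle with enzyme and substrate and 100% = no enzyme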
ARFGAP1 inh – inhibitors of rat ARFGAP1. inhibition, % at 16.5 µM. AID 651572. Arfgap1-stimulated ARF1 GTP hydrolysis, GDP FP detection. Q62848. 360,000 tested, 0.26% active;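 active = inhibition above a per-plate limit, mean inhibition of low control wells plus 3 SD, cut at about 25% in these data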;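 also: 0% = DMSO wells with enzyme and 100% = wells lacking Arfgap1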
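Material: rat Arfgap1 catalytic domain, aa 1-136; also added: human ARF1(Δ1-17)-GTP substrate; compound dosing: one concentration, 16.5 µM, DMSO 1.26%; incubation: GTP hydrolysis reaction 2 h at 25 °C; measured by: Tracer-displacement fluorescence polarization with EDTA stop, 620/688 nm; evaluation: % inhibition from polarization; repeats: one replicate per compound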
Numbers without * were called inactive; & = joins results of further samples.

SMILES	TDP2 absorb	Tn7 DDE FP	LEDGF integ inh	Tn6 DDE FP	ADAM10 inh	proKLK7 act	ADAM17 inh	PLC-gamma1 inh	ASAP1 GAP inh	ARFGAP1 inh
O=C(Nc1ccc([N+](=O)[O-])cc1)N1CCCCCC1	12.7	-2.4	1.8	3.2	6.3	0.6	3.1	4.6	-18.6	-1.0
CC1(OC(=O)C2CCCC2)C(=O)C=C2C=C(c3ccsc3)N(C(CO)CO)C=C2C1=O (configuration not stated)	20.2	3.3	4.5	-1.1	-17.0	1.0	-7.3	-21.8	12.2	-1.8
O=C(COc1ccc2c3c(c(=O)oc2c1)CCC3)NCC1CCC(C(=O)O)CC1 (configuration not stated)	-14.3	8.4	-2.0	2.2	-39.0	0.2	-11.6	1.1	-14.5	-9.0
CC(C)c1csc(CN2CCN(Cc3ccccc3)C(CCO)C2)n1 (configuration not stated)	-5.7	2.3	-4.9	-7.4	-10.8	-0.6	-2.8	-1.4	11.9	-6.8
O=S(=O)(Nc1ccc(C(O)(C(F)(F)F)C(F)(F)F)cc1)c1cccc2ccccc12	-7.8	7.3	-5.1	-1.3	34.3*	0.8	11.2*	-1.6	10.4	10.6
COc1ccc(NC(=O)c2cccc(N3C(=O)C4C5C=CC(C5)C4C3=O)c2)cc1Cl (configuration not stated)	-4.8	1.1	-2.6	-1.1	-1.7	-0.7	-1.2	1.1	5.1	4.7
COc1ccc(NC(=O)c2ccccc2SC)c(OC)c1	-1.9	0.8	-7.1	-4.0	-8.4	0.5	-4.5	2.5	5.4	-6.6
O=C(O)c1ccc(S(=O)(=O)N(Cc2ccccc2)Cc2ccccc2)cc1	6.2	-8.3	-2.3	-0.4	-5.2	0.4	-2.7	-1.8	8.7	-6.9
Nc1ccnn1-c1ccccc1	2.6	-0.5	-0.1	12.4	0.1	0.1	-2.9	1.8	-3.1	5.4
CN(CCc1ccccc1)C(=O)c1cccc(NC(=O)Cc2cccc(NC(=O)C3CCN(C(=O)C4CC4)CC3)c2)c1	-5.1	-3.5	0.3	-7.0	0.5	0.3	7.7	-0.2	4.1	8.7
CC1(C)Cc2[nH]c(=O)c(C#N)cc2CS1	-2.8	3.0	-0.7	5.8	-69.2	-3.2	-20.1	-0.7	3.5	-4.5
Cc1cc(C(=O)COC(=O)c2ccc(Br)o2)c(C)n1C	-11.1	-3.8	4.6	-1.5	10.4	0.8	-2.2	1.0	7.4	2.5

Pulled by compound from above, 3 records:
SMILES	TDP2 absorb	Tn7 DDE FP	LEDGF integ inh	Tn6 DDE FP	ADAM10 inh	proKLK7 act	ADAM17 inh	PLC-gamma1 inh	ASAP1 GAP inh	ARFGAP1 inh
CN(CCc1ccccc1)C(=O)c1cccc(NC(=O)Cc2cccc(NC(=O)C3CCN(C(=O)C4CC4)CC3)c2)c1	-5.1	-3.5	0.3	-7.0	0.5	0.3	7.7	-0.2	4.1	8.7
COc1ccc(NC(=O)c2cccc(N3C(=O)C4C5C=CC(C5)C4C3=O)c2)cc1Cl (configuration not stated)	-4.8	1.1	-2.6	-1.1	-1.7	-0.7	-1.2	1.1	5.1	4.7
O=S(=O)(Nc1ccc(C(O)(C(F)(F)F)C(F)(F)F)cc1)c1cccc2ccccc12	-7.8	7.3	-5.1	-1.3	34.3*	0.8	11.2*	-1.6	10.4	10.6

The listing continues.
SMILES	TDP2 absorb	Tn7 DDE FP	LEDGF integ inh	Tn6 DDE FP	ADAM10 inh	proKLK7 act	ADAM17 inh	PLC-gamma1 inh	ASAP1 GAP inh	ARFGAP1 inh
C=COCCNC(=S)N1CCOCCOCCN(C(=S)NCCOC=C)CCOCCOCC1	3.5	2.5	-1.7	-12.1	-9.5	0.1	-4.7	0.5	11.5	-0.7
CCNS(=O)(=O)c1ccc(NC(=O)Nc2cccc(OC)c2)cc1	-0.1	4.6	-0.7	-9.8	-2.3	-1.1	3.6	3.5	3.5	-0.3
O=C(NNS(=O)(=O)c1ccccc1[N+](=O)[O-])c1ccccc1[N+](=O)[O-]	3.4	-6.0	-0.1	2.5	-9.1	-0.2	0.1	-5.4	-10.0	-12.1
CCOc1ccc(NS(=O)(=O)c2ccc3[nH]c(=O)oc3c2)cc1	0.9	0.2	2.3	-0.2	-4.0	0.1	-4.8	1.0	-5.6	0.9
OCCCNC(=S)Nc1ccc2nccnc2c1	-1.6	-1.6	0.8	-3.3	-60.4	-0.2	-21.3	-65.9	3.4	8.8
COc1cccc(N2CC(C(=O)Nc3nnc(SCC(=O)N4CCCC4)s3)CC2=O)c1 (configuration not stated)	3.9	4.6	1.2	0.6	-6.7	-0.3	-0.8	-2.6	7.0	0.8
C=CCn1c(SCC(=O)NC2CCS(=O)(=O)C2)nnc1-c1ccncc1 (configuration not stated)	4.0	2.3	2.2	-10.5	-3.0	0.6	-3.1	-3.6	5.9	10.6
CCOc1ccccc1OCCC(=O)Nc1ccc(F)c(Cl)c1	-9.7	3.9	-5.5	3.1	10.8	-0.1	6.4	-2.2	8.2	-9.7
Cc1cccc(NC(=O)N2CCCC2C(=O)NCc2cccs2)c1 (configuration not stated)	-4.3	-14.2	1.4	0.5	10.6	-0.2	6.4	11.6*	7.0	0.5
COc1ccc(NC(C(=O)Nc2cccc(C(C)=O)c2)c2ccccc2)cc1 (configuration not stated)	-7.7	5.2	0.0	6.9	7.1	-0.5	2.5	0.6	-5.0	0.6
C/C(=N\NC(=O)c1cccc(S(=O)(=O)N2CCOCC2)c1)c1ccc(C#N)cc1	-1.8	-5.4	1.5	1.4	-0.2	-0.1	2.2	-0.3	9.4	5.2
COc1ccccc1N1CCN(S(=O)(=O)CCNC(=O)c2ccc(OC(C)C)cc2)CC1	4.1	7.4	-4.1	0.2	6.7	0.0	-4.8	-0.6	-1.3	5.6
CC1CCCC(NC(=O)C2N(CCCN3CCCC3)C(=O)C3C(C(=O)Nc4cccc(Cl)c4)C4C=CC32O4)C1C (configuration not stated)	-0.9&3.7	-6.5&6.6	-1.0&-4.0	-0.5&1.1	-9.6&-5.1	0.7&-0.5	0.6&4.0	0.9&-2.8	-2.6	13.9
CCOC(=O)c1c(N)c2cc([N+](=O)[O-])cnc2n1C	3.5	0.8	-4.6	2.9	-9.2	-0.5	-1.9	2.5	0.3	14.7
COc1cccc(NC(=O)CN(C)C(C)C(=O)Nc2ccc(S(=O)(=O)N3CCOCC3)cc2)c1 (configuration not stated)	-18.9	-1.8	-1.9	-1.4	12.8	0.0	-1.3	6.0	-6.9	-10.6
Cc1ccc(N2CCN(c3cc(C)nc4nc(C)nn34)CC2)c(C)c1	-0.8	0.1	-3.7	0.8	-15.4	0.2	-2.3	0.5	-9.9	-8.7
O=C(NC1CCCCC1)C(c1cc2ccccc2o1)n1c(=O)c(-c2ccco2)nc2ccccc21 (configuration not stated)	1.4	-3.9	1.0	-4.2	-91.4	-10.3	-27.6	-76.7	-0.4	1.2
Cc1ccc(CNC(=O)Nc2ccc(C)cc2)cc1	1.6	-8.7	0.3	3.8	-9.6	-0.3	-4.2	-1.0	1.9	-4.5
CC(OC(=O)c1ccc2ccccc2n1)C(=O)Nc1ccc(N2CCOCC2)cc1 (configuration not stated)	-8.2	-4.8	14.9*	1.4	-13.2	0.6	-8.2	0.8	-7.8	2.7
COc1ccc(C(=O)NCCn2cc(SCC(=O)N3CCOCC3)c3ccccc32)cc1	6.2	6.1	3.8	0.3	15.0	0.6	-0.9	5.7	-3.6	5.2
O=c1c(-c2ccccc2)nnc2sc(COc3ccc(Br)cc3)nn12	0.9	5.2	1.4	-3.5	-2.5	0.0	2.4	0.1	0.1	6.5
Cc1ccc(C(=O)NNC(=O)c2ccc(Br)s2)cc1S(=O)(=O)N1CCOCC1	-5.2	2.2	-0.4	-2.8	-2.9	-0.4	-1.8	-0.5	7.9	5.3
O=C(OCCN1CCN(c2ncc(C(F)(F)F)cc2Cl)CC1)c1ccc(Cl)cc1	0.3	-10.2	-2.1	6.2	8.3	0.5	0.4	2.4	-6.2	2.6
COc1ccc2c(c1)CCCC21NC(=O)N(CC(=O)c2cc(F)ccc2F)C1=O (configuration not stated)	5.4	5.8	-2.3	-1.2	0.5	-0.2	-2.2	1.7	-14.9	1.7
CCN(C(=O)COC(=O)c1cc([N+](=O)[O-])ccc1N1CCOCC1)c1ccccc1	-9.1	-1.0	2.0	-1.7	2.0	0.6	0.5	4.2	-4.7	-9.8
Cc1ccc(NC(=O)C=NOCC(=O)Nc2cc(C)cc(C)c2)cc1	-12.5	-6.5	7.8	6.4	-3.7	0.2	-1.8	0.3	5.4	4.6
O=C(c1cccc(S(=O)(=O)N2CCCC2)c1)N1CCCc2ccccc21	-1.6	-2.1	0.0	-3.2	3.0	-0.2	4.0	2.6	-3.3	1.4
Cc1ccc(NS(=O)(=O)c2ccc(CCC(=O)N3CCOCC3)cc2)cc1	8.3	9.0	0.1	-0.8	3.9	0.0	0.2	0.2	-5.7	-8.8
Cc1ccc(N(CC(=O)NC2CCCCC2)C(=O)CNC(=O)c2ccco2)cc1C	-4.2	-5.3	0.4	0.3	4.8	0.1	2.8	2.4	12.1	1.8
Cc1cc(Cl)ccc1OCCCC(=O)NNC(=O)c1ccccc1O	5.2	0.1	-6.0	1.3	-35.1	-5.0	-11.9	-21.3	4.3	-3.2
O=c1ccc(-c2ccccc2)n[nH]1	2.3	7.2	-2.8	9.1	-6.9	0.4	-3.7	-0.1	-13.0	-3.3
Cc1c(-c2ccccc2)oc2c(C(=O)N3CCN(c4ccc([N+](=O)[O-])cc4)CC3)cccc2c1=O	-6.3	-1.6	-0.3	4.0	1.9	-0.4	3.3	3.6	0.2	1.6
C=CCc1c(C)nc(C)nc1N/N=C/c1ccccc1O	-9.7	0.5	-0.1	7.1	-14.5	-1.0	-5.8	-5.2	15.9	8.1
O=C(CNC(=O)c1ccc(Br)o1)Nc1ccncc1	-13.1	-0.8	4.1	-3.0	-1.3	-0.2	-10.6	-4.7	-7.1	-0.2
CCOC(=O)CN1C(=O)/C(=C2\SC(=S)N(NC(=O)c3cccnc3)C2=O)c2ccccc21	8.1	7.2	-3.2	0.0	-2.3	0.0	-1.7	-2.9	21.0	5.7
O=C1CCN(Cc2ccccc2)C=C1c1ccc(Br)cc1	-8.4	-3.4	-1.2	-4.4	4.8	-0.7	-2.2	1.4	5.3	6.6
COc1ccc(OCCCn2ccnc2)cc1	12.5	3.3	-1.1	-3.9	-9.3	0.3	-7.7	2.1	10.6	-3.5
CCOc1ccc(-c2nnc3sc(COc4ccc(Cl)cc4)nn23)cc1	-6.0	2.2	-0.9	7.7	-2.0	0.2	1.9	-3.1	8.5	-11.7
O=S(=O)(c1c(F)cccc1F)N1CCCC2CCCCC21 (configuration not stated)	-7.0	-4.2	-3.9	6.5	-4.8	-0.6	0.4	-1.9	-4.9	-8.8

Assay outcomes (PubChem BioAssay)
